HGIII-sPLA2 inh – Blocks human group III sPLA2 activity | QFRET BODIPY PC-A2 liposome hydrolysis, fluorescence | inhibition, % at 12.2 µM | 370,000 compounds, 0.56% hits;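 active means inhibition above mean plus 3 SD of compounds lying within the high and low control bounds, cut at about 19% in these data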;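 further: 0% = median of test compound wells and 100% = no enzyme DMSO wells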
ADAM10 inh – inhibitors of human ADAM10 | recombinant ADAM10, EDANS/DABCYL FRET peptide cleavage, 3 h | inhibition, % at 7 µM | 370,000 compounds, 0.62% hits | AID 720582;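 active means inhibition above a per-campaign cutoff equal to the mean of compounds falling between control-based bounds plus 3 SD, cut at about 20% in these data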;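 further: 0% = DMSO wells while the 100% control is not disclosed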
DAX1 inh-1 – blocks DAX1 repression of SF-1 activated StAR promoter. HEK293T StAR-luciferase reporter, SF-1/DAX-1 repression relief. inhibition, % at 6.8 µM. 370,000 compounds, 1.1% hits. AID 652010;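 active means inhibition above the mean over all tested compounds plus 3 SD, cut at about 3.6% in these data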;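 further: 0% = DAX-1 cells with DMSO and 100% = cells lacking DAX-1 with DMSO; higher inhibition means more luminescence from relief of DAX-1 repression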
ssDAF12 agonist – S. stercoralis DAF-12 activation, primary screen. 370,000 compounds, 1% hits. activation, % at 6.8 µM. AID 652126. HEK293 ssDAF-12/GRIP1 lit1-tk-luc reporter, luminescence; % of 3 µM dafachronic acid response;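 active means activation above the mean over all tested compounds plus 3 SD, cut at about 0.9% in these data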;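 further: 0% = DMSO-only wells and 100% = 3 µM delta7-dafachronic acid wells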
hgDAF12 agonist – hgDAF-12 agonism, primary luciferase screen | 370,000 compounds, 1.8% hits | HEK293 GAL4-hgDAF12 UAS-luciferase reporter, agonist luminescence; normalized to butyrate control | AID 687014 | activation, % at 6.8 µM;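 active means activation above a cutoff set at the mean of all screened compounds plus 3 SD, cut at about 10% in these data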;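 further: 0% = DMSO wells and 100% = sodium butyrate wells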
SMARCA2 act – activators of SMARCA2 function. MG213 cells, MMTV-luciferase reporter, dexamethasone, overnight. activation, % at 9.1 µM. 370,000 compounds, 1% hits. AID 652017; in the data active means activation above about 7.8%;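 further: 0% = vehicle wells and 100% = reference activator wells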
DAX1 inh-2 – NR0B1 (DAX1) inhibition; P51843; HEK293 Gal4-DAX1 luciferase reporter, luminescence; inhibition, % at 6.75 µM; 340,000 compounds, 0.99% hits; AID 504766;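 active means inhibition above the mean over all tested compounds plus 3 SD, cut at about 4.2% in these data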;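 further: 0% = DAX1-transfected cells with DMSO and 100% = empty-vector control cells with DMSO; inhibition shows as a rise in luminescence from relieved DAX1 repression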
hcDAF12 agonist – activates DAF-12 receptor from parasite H. contortus; HEK293 hcDAF-12 lit1-tk-luc reporter, luminescence; 0% DMSO, 100% Δ7-dafachronic acid; activation, % at 6.8 µM; 370,000 compounds, 1.4% hits; AID 652067;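 active means activation above the mean of all tested compounds plus 3 SD, cut at about 5.5% in these data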;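 further: 100% = response to 3 µM Δ7-dafachronic acid high control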
NPR1 activator – GC-A (human) enzyme activation | 370,000 compounds, 0.14% hits | activation, % at 10 µM | P16066 | HEK293 GC-A cells, cGMP TR-FRET, EC30 ANP; 0% at EC30 ANP, 100% saturating ANP; in the data active means activation above about 40%
GAA850 FXN act – frataxin GAA850 promoter activation. HEK293 lucGAA850 FXN promoter luciferase reporter, 24 h; percent of 10 µM SAHA response. activation, % at 6 µM. 360,000 compounds, 0.56% hits. AID 540364;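 active means activation above the average of all compounds screened plus 3 SD, cutoff fixed separately per campaign, cut at about 7.5% in these data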;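 further: 0% = DMSO wells and 100% = 10 µM SAHA wells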
GC-B act – GC-B (human) receptor activation; HEK293-GC-B cells, CNP EC30, cGMP TR-FRET; 0% at EC30 CNP, 100% saturating CNP; activation, % at 10 µM; 370,000 compounds, 0.11% hits; AID 1920062;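 active means activation at 10 µM reaching about 35% in either raw or pattern-adjusted values, limit read from the data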
Target sequence (P20594 whole entry, looked up): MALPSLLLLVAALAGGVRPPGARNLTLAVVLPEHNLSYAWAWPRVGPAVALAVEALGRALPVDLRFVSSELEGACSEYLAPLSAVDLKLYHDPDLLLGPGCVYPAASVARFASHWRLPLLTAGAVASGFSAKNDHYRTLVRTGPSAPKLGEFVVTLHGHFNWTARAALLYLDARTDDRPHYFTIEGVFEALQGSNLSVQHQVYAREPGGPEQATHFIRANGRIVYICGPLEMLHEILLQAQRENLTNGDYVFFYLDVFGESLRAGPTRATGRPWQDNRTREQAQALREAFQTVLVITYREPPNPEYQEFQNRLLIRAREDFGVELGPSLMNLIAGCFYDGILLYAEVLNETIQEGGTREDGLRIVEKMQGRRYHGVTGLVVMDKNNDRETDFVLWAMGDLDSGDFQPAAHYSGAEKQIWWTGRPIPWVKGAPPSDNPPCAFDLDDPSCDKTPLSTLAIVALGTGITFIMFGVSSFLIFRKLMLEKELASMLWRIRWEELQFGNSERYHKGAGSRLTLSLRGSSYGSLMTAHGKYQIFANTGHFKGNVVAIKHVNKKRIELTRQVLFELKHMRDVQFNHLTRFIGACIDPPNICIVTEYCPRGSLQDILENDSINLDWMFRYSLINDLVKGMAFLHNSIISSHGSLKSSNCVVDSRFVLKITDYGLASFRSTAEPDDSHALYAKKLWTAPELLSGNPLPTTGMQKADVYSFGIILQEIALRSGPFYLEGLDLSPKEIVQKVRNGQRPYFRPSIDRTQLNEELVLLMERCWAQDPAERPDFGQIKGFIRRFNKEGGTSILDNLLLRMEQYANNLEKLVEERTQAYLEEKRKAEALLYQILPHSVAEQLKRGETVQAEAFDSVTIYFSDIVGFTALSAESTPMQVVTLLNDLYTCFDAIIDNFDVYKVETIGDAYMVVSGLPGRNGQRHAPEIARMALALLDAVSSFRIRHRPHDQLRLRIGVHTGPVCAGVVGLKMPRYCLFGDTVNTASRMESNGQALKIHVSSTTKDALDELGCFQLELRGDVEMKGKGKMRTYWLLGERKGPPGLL
An asterisk follows results filed as active; i = inactive; · = no result given. Rows were taken by chance, and some 6.6% of all compounds hit somewhere here.

SMILES	HGIII-sPLA2 inh	ADAM10 inh	DAX1 inh-1	ssDAF12 agonist	hgDAF12 agonist	SMARCA2 act	DAX1 inh-2	hcDAF12 agonist	NPR1 activator	GAA850 FXN act	GC-B act
Cc1ccc(CNC(=O)CC(C)S(=O)(=O)c2ccc3c(c2)NC(=O)CS3)o1 (centres undefined)	-1	15	0.3	-1.3	-0.7	2	1.2	-0.7	-2	1.1	-4
Cc1ccc2nc(-c3ccccc3)c(CC(=O)O)c(C(=O)O)c2c1	-3	-5	0.2	-0.6	1.6	0	-2.1	3.0	-1	-0.1	6
Cc1cc(C(=O)NCCCN2CCCC2=O)cs1	7	1	0.0	-0.9	-1.6	2	1.5	-1.5	-1	-0.2	3
COc1ccc(OC)c(C2C(C(=O)c3ccco3)=C(O)C(=O)N2Cc2cccnc2)c1 (centres undefined)	-1	-1	0.7	-0.7	0.3	0	0.3	-3.0	9	-0.5	5
O=S(=O)(c1cccc(-c2cn3cccnc3n2)c1)N1CCOCC1	-3	i	-0.3	-1.3	-3.1	0	1.1	-0.9	6	-1.8	0
Cc1ccc(C)c(NC(=S)N(Cc2cccc(Br)c2)CC2CCC(C(=O)O)CC2)c1 (centres undefined)	5	-8	-0.6	-0.6	-2.5	-2	2.5	-0.9	0	0.2	-3
O=[N+]([O-])c1ccc(NCCCN2CCOCC2)c(Cl)c1	3	0	-0.3	-1.8	3.5	1	0.1	-0.2	0	0.7	0
C[C@H]1O[C@@H](n2c3ccc(Cl)cc3c3ccc4c5cc(Cl)ccc5[nH]c4c32)[C@H](O)[C@H](O)[C@H]1O	-14	-92	1.4	-1.6	1.2	-4	·	-1.1	3	·	-10
Cc1ccc(S(=O)(=O)N2[C@@H](c3cccc(Cl)c3)C(C(=O)O)=CC[C@H]2c2ccc3c(c2)OCO3)cc1	-21	6	0.0	-1.3	-1.5	0	-0.4	-0.5	0	0.6	0
CCN(Cc1ccccc1)S(=O)(=O)c1ccc(C(=O)Nc2nnc(C3CC3)o2)cc1	5	1	-2.8	-0.8	-2.8	-6	-0.9	-2.9	-11	-0.9	-5
CN(CC(=O)NC1CCCc2ccccc21)S(=O)(=O)c1cccs1 (centres undefined)	4	-6	-0.3	-0.8	3.0	-3	-1.2	-0.5	-3	1.4	5
O=C(O)c1cc(NC(=O)c2ccc(Cl)c([N+](=O)[O-])c2)cc(C(=O)O)c1	5	-8	1.0	-0.7	-0.5	-2	0.6	0.2	2	0.7	-1

Entries of single compounds, looked up by structure. Order of values: HGIII-sPLA2 inh, ADAM10 inh, DAX1 inh-1, ssDAF12 agonist, hgDAF12 agonist, SMARCA2 act, DAX1 inh-2, hcDAF12 agonist, NPR1 activator, GAA850 FXN act, GC-B act
Results for Cc1ccc2nc(-c3ccccc3)c(CC(=O)O)c(C(=O)O)c2c1 → -3, -5, 0.2, -0.6, 1.6, 0, -2.1, 3.0, -1, -0.1, 6
Results for Cc1ccc(C)c(NC(=S)N(Cc2cccc(Br)c2)CC2CCC(C(=O)O)CC2)c1 (centres undefined) → 5, -8, -0.6, -0.6, -2.5, -2, 2.5, -0.9, 0, 0.2, -3

Additional entries
SMILES	HGIII-sPLA2 inh	ADAM10 inh	DAX1 inh-1	ssDAF12 agonist	hgDAF12 agonist	SMARCA2 act	DAX1 inh-2	hcDAF12 agonist	NPR1 activator	GAA850 FXN act	GC-B act
O=C(Nc1ccc2c(c1)OCO2)C1CCN(Cc2cnn(-c3ccccc3)c2-n2cccc2)CC1	-7	13	-1.5	-2.2	-4.5	-1	-2.3	-3.1	1	1.2	-5
Oc1ccc2ccccc2c1C=Nc1ccccc1	2	-3	0.0	-0.7	1.5	-2	1.1	0.5	-1	0.3	-7
Cn1c(-c2cccc(Br)c2)n[nH]c1=O	1	-7	-0.3	-1.3	-3.3	-2	·	-1.9	-1	4.5	2
CN1CCN(/C=C(\C#N)S(=O)(=O)c2ccc(Cl)cc2)CC1	-4	-1	-0.5	-1.0	0.5	-3	0.7	-1.9	2	-1.4	-2
Cc1ccc2c(c1)C1CS(=O)(=O)N(CCc3ccccc3)C(=O)N1C2 (centres undefined)	19*	-2	2.6	-1.1	5.7	1	·	-3.3	-1	·	-5
O=C(Cn1nc(-c2ccc(Cl)cc2)ccc1=O)NCC1CCCO1 (centres undefined)	-1	-13	-1.2	0.4	5.9	-2	-0.4	0.3	1	-1.3	0
O=C(CN1CCCCC1)Nc1ccc(NC(=O)c2ccccc2Cl)cc1Cl	-9	13	-0.3	-1.3	0.0	-2	-0.6	-0.6	-1	-0.7	7
Cc1cccc(N(CC(=O)NC2CCCCC2)C(=O)c2ccc(C)s2)c1	-5	-9	-0.6	-1.4	0.9	-2	-1.4	-0.7	0	-0.6	-2
O=C(COc1ccccc1)N1CCN(S(=O)(=O)c2cccs2)CC1	-7	-7	0.3	-0.8	1.4	0	1.8	-1.0	4	1.1	-1
CN(C)S(=O)(=O)c1cccc(COC(=O)CN2C(=O)NC3(CCCC3)C2=O)c1	5	-5	0.6	-0.8	-1.8	0	1.4	-0.9	4	1.7	-1
CCOC(=O)Nc1ccc2c(c1)C(=NO)c1ccccc1-2	-28	5	2.8	0.7	18*	7	2.9	3.9	3	5.2	-5
O=C(Cn1c(=O)c2cccn2c2ccccc21)NCCCN1CCCCC1	8	1	-0.3	-0.7	2.2	-1	1.1	-2.6	2	0.7	0
CCOC(=O)CSc1nc2ccccc2n2cnnc12	1	2	0.6	-0.8	-0.7	-1	-0.7	-1.4	0	0.6	-6
Cc1ccc(OC(=O)c2cccc(C(=O)Oc3ccc(C)cc3)n2)cc1	1	-9	0.9	-1.5	-1.4	3	-0.8	-0.5	-4	1.9	0
NC(=O)CC(NC(=O)Cc1ccc(Cl)cc1)c1ccc(NCCN2CCOCC2)c([N+](=O)[O-])c1 (centres undefined)	-5	-1	0.0	-1.2	0.5	2	0.7	-1.8	-2	0.2	-1
CC(Sc1nc(-c2ccccc2)nc2c1COC(C)(C)C2)C(=O)N1CCOCC1 (centres undefined)	6	2	-0.3	-1.3	-0.6	4	0.1	0.0	-7	3.3	-13
COc1cc2[nH]c(=O)n(CCCCCC(=O)NCCCN3CCCC3=O)c(=O)c2cc1OC	12	-39	-0.6	-1.0	2.0	-2	2.5	-2.0	-4	2.5	5
COc1cccc(-c2noc(C(C)n3nc(C)c([N+](=O)[O-])c3C)n2)c1 (centres undefined)	-9	16	1.0	-1.6	3.0	3	0.7	-1.2	-4	3.6	-7
COc1ccccc1CNC(=O)c1ccc(NS(=O)(=O)c2c(C)noc2C)cc1	-19	-2	-0.5	-0.9	-3.0	-3	-0.7	-1.1	2	-1.7	5
CCOc1ccc(CC(=O)OCN2C(=O)c3ccccc3C2=O)cc1	-4	4	0.4	-1.2	0.3	3	-0.2	-1.4	2	-0.1	-3
O=C(C[n+]1ccc(C(=O)NCCCO)cc1)c1cccc(Br)c1	-5	-15	-0.3	-1.0	-0.4	-1	2.6	-0.2	4	0.1	0
CC(=O)c1c(C)oc2ccc(OCc3ccccc3)cc12	-4	0	0.2	-1.3	0.1	0	0.3	-1.4	0	2.8	0
Cc1cc(/C=C(\C#N)C(=O)N2CCOCC2)c(C)n1C1CCCC1	-2	1	0.1	-1.5	-4.4	-3	-0.6	-0.2	0	-4.6	1
O=C(C1CC1c1ccccc1)N1CCOCC1 (centres undefined)	-6	-1	0.1	-1.1	-0.4	-2	-0.6	0.4	4	-0.1	5

Just hgDAF12 agonist, NPR1 activator and GC-B act, for 5 of the compounds above:
canonical_smiles	hgDAF12 agonist	NPR1 activator	GC-B act
COc1cccc(-c2noc(C(C)n3nc(C)c([N+](=O)[O-])c3C)n2)c1 (centres undefined)	3.0	-4	-7
COc1ccccc1CNC(=O)c1ccc(NS(=O)(=O)c2c(C)noc2C)cc1	-3.0	2	5
CCOc1ccc(CC(=O)OCN2C(=O)c3ccccc3C2=O)cc1	0.3	2	-3
O=C(C[n+]1ccc(C(=O)NCCCO)cc1)c1cccc(Br)c1	-0.4	4	0
CC(=O)c1c(C)oc2ccc(OCc3ccccc3)cc12	0.1	0	0

(listing goes on)
SMILES	HGIII-sPLA2 inh	ADAM10 inh	DAX1 inh-1	ssDAF12 agonist	hgDAF12 agonist	SMARCA2 act	DAX1 inh-2	hcDAF12 agonist	NPR1 activator	GAA850 FXN act	GC-B act
COc1ccc(CN2CCNC(=O)C2CC(=O)N(C)Cc2ccncn2)c(OC)c1 (centres undefined)	-1	-8	-0.1	-0.6	0.1	-3	-0.3	0.5	-2	0.0	-3
O=C(CCC(=O)N(CC(=O)NC1CCCC1)c1ccc(F)cc1)Nc1nccs1	-1	-1	0.5	-0.7	0.1	-3	0.8	1.4	2	2.2	1
O=C(Cn1cc(SCc2cccc(Cl)c2)c2ccccc21)N1CCOCC1	-4	17	0.7	-0.3	5.9	18*	0.7	7.8*	-8	5.5	3
CCc1ccc(CNC(=O)C2CCC(=O)N(CCc3ccc(Cl)cc3)C2)nc1 (centres undefined)	-2	1	-0.5	-0.4	0.8	-1	0.1	2.4	-1	1.0	-6
Cc1sc2ncnc(SCC(=O)N3c4ccccc4Sc4ccc(Cl)cc43)c2c1C	0	6	-0.1	-0.2	1.6	6	0.8	1.6	-1	1.3	-3
Cc1ccc(CNC(=O)C(Cc2ccccc2)NS(=O)(=O)c2ccc(Br)s2)cc1 (centres undefined)	-21	-3	0.1	-1.0	-3.7	-3	1.1	1.0	2	-2.1	4
COc1ccc(-n2nc(C(=O)NCC(=O)N3CCN(c4ccccn4)CC3)c3ccccc3c2=O)cc1OC	-1	4	-0.9	-2.5	-2.3	2	-0.5	-0.3	0	-1.1	-1
CCC(C)NCc1ccc(C(=O)OC)o1 (centres undefined)	-3	8	0.2	-0.4	-0.4	-5	-0.9	0.2	-2	-1.8	0
CC1CN(S(=O)(=O)c2ccc(C(=O)N3CCc4ccccc43)cc2)CC(C)O1 (centres undefined)	4	-4	0.8	-1.4	-1.4	2	0.1	-0.8	0	3.3	-2
O=S1(=O)CC(N2CCCC2)CN1 (centres undefined)	5	-4	0.0	-1.9	-1.5	-3	·	0.0	1	·	1
CCc1ccc(-c2nc(NC(=O)c3ccc(OCC(=O)Nc4ccc(F)cc4)c(OC)c3)sc2C)cc1	-2	3	-0.1	-0.9	-1.7	-3	-1.0	1.8	10	1.4	2
COc1ccc2c(c1)CCCC2=O	-3	-1	-1.5	-1.1	-1.1	0	2.8	0.8	1	-1.4	0
CCN1CCc2nc(N)oc2CC1	10	-38	-1.6	-1.5	-0.2	-6	-0.3	-0.1	2	0.0	-4
CSc1ncc(Cl)c(C(=O)Nc2ccccc2Br)n1	0	4	0.1	-1.4	-0.1	1	1.5	-0.1	-4	0.6	-7
CCC(=O)c1ccc(N2CCN(C(=O)Cc3ccccc3)CC2)c(F)c1	-10	-4	-1.5	-0.7	-2.5	0	0.7	-0.3	-1	-2.8	7
CCc1nnn2c1Cn1c3ccccc3c(=O)n1[C@@H](C(C)C)C2	2	-110	0.0	-0.6	0.3	-1	·	-0.9	-1	·	-4
CC(C)Cc1nc2oc3c(N4CCN(CCO)CC4)ncnc3c2c2c1CCCC2	-8	-5	-0.8	-2.1	-2.2	0	0.0	-2.5	7	3.2	-5
